Screening data (PubChem)
CAL PDZ FP-1: blocks peptide binding to human CAL PDZ domain; Q9HD26; hit rate 0.02% among 330,000; inhibition, % at 20 µM; purified CAL PDZ, TMR-peptide fluorescence polarization, 1 h; AID 504414;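 active means highest replicate inhibition of at least 40%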;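 further: plate controls were DMSO neutral control wells for no effect and unlabeled competitor peptide control wells for full effect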
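material = purified tagged CAL PDZ domain construct (CerCALP) | buffer or medium = sodium phosphate/NaCl buffer pH 7.4 with TCEP, IgG, Thesit | reagent = TMR-labelled reporter peptide T*-PRC34 bound in PDZ groove | incubation = 1 h room-temperature incubation prior to read | measured by = fluorescence polarization (mP) | evaluation = percent inhibition from loss of millipolarization | control set = unlabelled peptide and DMSO controls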
CAL PDZ FP-2: inhibitors of human CAL PDZ peptide binding | Q9HD26 | purified CAL PDZ, TMR-peptide fluorescence polarization, 1 h | inhibition, % at 24.9 µM | hit rate 0.92% among 300,000 | AID 602252;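 active means mean inhibition of at least 30% with at least half of replicates also reaching 30%; inconclusive means no clear call, values can overlap the other calls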;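 further: 0% = DMSO neutral control and 100% = excess unlabeled competitor peptide PRC23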
Ecoli viability: bacterial growth inhibition, counter-screen for AddAB inhibitors | E. coli V3065 growth, OD600 absorbance, 18 h | inhibition, % at 11.9 µM | hit rate 0.27% among 330,000 | AID 449728;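 active means inhibition above the campaign's mean inhibition across all tested compounds plus 3 SD, cut at about 9.9% in these data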;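 further: uninfected addAB+ strain grown without phage in ampicillin broth; 0% = DMSO wells and 100% = ciprofloxacin 0.95 µg/ml wells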
SR-BI DiI inh: inhibitors of mouse SR-BI mediated HDL lipid uptake | Q61009 | ldlA[mSR-BI] CHO cells, DiI-HDL uptake fluorescence, 3 h | inhibition, % at 12.5 µM | hit rate 0.96% among 320,000 | AID 488896;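 active means mean replicate inhibition of at least 70% and a set share of replicates each scoring 70 or more; inconclusive means meets just one of the two criteria; inactive means fails both criteria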;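 further: 0% = median of neutral control wells and 100% = median of positive control wells; values of inactives mirror those of a sister screen read the other way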
Target sequence (Q61009 whole entry, looked up): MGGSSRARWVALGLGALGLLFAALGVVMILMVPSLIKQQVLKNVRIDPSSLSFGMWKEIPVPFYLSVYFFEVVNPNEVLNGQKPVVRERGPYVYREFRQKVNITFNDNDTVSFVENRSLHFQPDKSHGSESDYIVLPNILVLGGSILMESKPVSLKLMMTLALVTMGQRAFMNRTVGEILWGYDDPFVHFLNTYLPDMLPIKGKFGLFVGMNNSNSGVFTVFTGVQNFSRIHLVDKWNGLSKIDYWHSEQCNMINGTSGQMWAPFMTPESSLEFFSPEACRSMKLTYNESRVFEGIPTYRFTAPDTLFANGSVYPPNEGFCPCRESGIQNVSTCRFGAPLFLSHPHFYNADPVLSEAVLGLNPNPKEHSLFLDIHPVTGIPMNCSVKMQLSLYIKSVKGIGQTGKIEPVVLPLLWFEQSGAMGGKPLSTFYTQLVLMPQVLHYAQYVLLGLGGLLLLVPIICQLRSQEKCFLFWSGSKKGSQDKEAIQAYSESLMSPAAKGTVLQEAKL
Tat export inh: E. coli Tat transport inhibition; E. coli MC4100 TorA-mCherry Tat export, fluorescence; inhibition, % at 10 µM; hit rate 0.036% among 340,000; AID 488895;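 active means mean replicate inhibition at least 50% and at least half of replicates individually reaching 50%; inconclusive means only one of the two criteria met; inactive means neither criterion met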;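 further: exported cargo escapes ClpAP degradation while cytoplasmic cargo is degraded and loses fluorescence; 0% = median of neutral control wells and 100% = median of NaSCN control wells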
AddAB inh: less growth of phage-infected E. coli with AddAB; E. coli expressing H. pylori AddAB, absorbance growth; inhibition, % at 11.9 µM; hit rate 0.29% among 330,000; AID 435030; in the data active means inhibition above about 12%;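 further: 0% = vehicle wells of infected cells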
phage Ecoli inh: E. coli growth loss with phage present; hit rate 0.26% among 360,000; AID 651602; growth absorbance; inhibition, % at 11.9 µM; in the data active means inhibition above about 11%
MITF TRPM1 HTS: activators of MITF-driven TRPM1 promoter activity in SK-MEL-5 cells; SK-MEL-5 TRPM1-promoter luciferase, 24 h; % of positive control, neutral wells = 0; hit rate 0.75% among 300,000; AID 588334; activation, % at 12.5 µM;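 active means mean activation of at least 80% with every replicate also reaching 80%; inconclusive means mean reaches 80% but some replicate falls short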;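 further: 0% = neutral control wells and 100% = parthenolide positive control wells; values of inactives mirror those of a sister screen read the other way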
Wnt bcat act: activators of Wnt/beta-catenin signaling | Wnt/beta-catenin reporter cell assay, activator, plate reader | activation, % at 9.35 µM | hit rate 1.2% among 300,000; in the data active means activation above about 30%, passing the limit was not always enough; inconclusive means no clear call, values can overlap the other calls;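 further: 0% = neutral control wells and 100% = positive control wells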
SR-BI DiI-HDL act: activators of SR-BI mediated HDL lipid uptake; CHO ldlA[mSR-BI] cells, DiI-HDL uptake fluorescence, 3 h; 100 = double the neutral-control signal; activation, % at 12.5 µM; hit rate 0.096% among 320,000;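 active means mean replicate activation of at least 60% and every replicate at or above 60%; inconclusive means mean or all-replicate condition met, but not both; inactive means mean below 60% and not all replicates reaching 60%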;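 further: 0% = median plate neutral-control signal and 100% = twice that signal; values of inactives mirror those of a sister screen read the other way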
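Material – SR-BI-overexpressing, LDLR-lacking CHO cells · Medium – BSA-supplemented, HEPES-buffered Ham's F12, pH 7.4 · Doses – single concentration · Times – compound with DiI-HDL co-incubation, 3 h at 37 °C · Measured by – bottom-read fluorescence, 550/595 nm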
* hit, by the source's call; ? = inconclusive; / = not tested or not shown.

SMILES	CAL PDZ FP-1	CAL PDZ FP-2	Ecoli viability	SR-BI DiI inh	Tat export inh	AddAB inh	phage Ecoli inh	MITF TRPM1 HTS	Wnt bcat act	SR-BI DiI-HDL act
COc1ccc(C(=O)N/C(=C\c2cn(C)c3ccccc23)C(=O)NCCCn2ccnc2)cc1	-2.6	-2	-0.6	-17	2	0.8	-1.3	-8	2	17
O=C(N/C(=C\c1ccc2c(c1)OCO2)C(=O)N1CCOCC1)c1cccs1	-1.3	-5	2.1	-21	-4	1.4	1.4	6	/	21
CCS(=O)(=O)c1nc(S(=O)(=O)c2ccc(C)cc2)c(N2CCCC2)s1	-0.9	-1	0.9	10	2	3.4	3.5	-4	-1	-10
c1ccc(CCNCc2ccco2)nc1	0.2	-5	/	8	3	/	0.7	-6	-2	-8
CCOC(=O)c1sc(NC(=O)CSc2nnc(C)s2)c(C(=O)OCC)c1C	-1.0	-1	0.0	43	-1	4.0	4.8	10	10	-43
COc1ccccc1NC(=O)c1cnc(SC)nc1	14	0	-0.3	-8	6	-0.9	3.2	6	18	8
CCN(CC)C(=O)Cn1cc(C(=O)C(=O)NCc2cccs2)c2ccccc21	-0.4	-2	-3.0	-8	8	-0.3	-0.3	4	-2	8
COc1ccc(OCC(O)CNC(=O)Nc2ccc(Cl)cc2)cc1 (centres undefined)	-2.0	-3	-1.5	14	8	1.9	6.6	2	-4	-14
CCOC(=O)c1c(S(=O)(=O)Nc2cccc(-c3ccno3)c2)c(C)n(C)c1C	-3.4	-2	-2.4	-8	-15	2.6	-0.5	-1	0	8
COc1ccc(N2CCN(C3CC(=O)N(c4ccc5c(c4)OCCO5)C3=O)CC2)cc1 (centres undefined)	-0.5	-1	-0.3	14	?	2.5	-1.2	10	4	-14

Complete entries from above. Order of values: CAL PDZ FP-1	CAL PDZ FP-2	Ecoli viability	SR-BI DiI inh	Tat export inh	AddAB inh	phage Ecoli inh	MITF TRPM1 HTS	Wnt bcat act	SR-BI DiI-HDL act
COc1ccccc1NC(=O)c1cnc(SC)nc1 is entered as 14	0	-0.3	-8	6	-0.9	3.2	6	18	8
c1ccc(CCNCc2ccco2)nc1 is entered as 0.2	-5	/	8	3	/	0.7	-6	-2	-8
CCN(CC)C(=O)Cn1cc(C(=O)C(=O)NCc2cccs2)c2ccccc21 is entered as -0.4	-2	-3.0	-8	8	-0.3	-0.3	4	-2	8

Carrying on:
SMILES	CAL PDZ FP-1	CAL PDZ FP-2	Ecoli viability	SR-BI DiI inh	Tat export inh	AddAB inh	phage Ecoli inh	MITF TRPM1 HTS	Wnt bcat act	SR-BI DiI-HDL act
O=C(CCCN1C(=O)/C(=C/c2cccc(Br)c2)SC1=S)N1CCOCC1	-2.1	-2	-0.4	-14	5	0.0	2.8	1	-1	14
Cc1ccc2c(cnn2C(=O)CCC(=O)NC2CCCCC2)c1	-0.6	/	-0.2	6	-8	-2.2	2.0	/	3	-6
CC(/C=C/C=C/c1ccccc1)=N/NC(=O)CNc1ccccc1C	-3.6	-2	-1.0	28	-1	3.4	-1.2	9	/	-28
COCCNC(=S)N/N=C(\C)c1ccc(Cl)c(Cl)c1Cl	-0.8	-9	-3.8	29	10	-2.8	-0.5	-9	-3	-29
O=c1cc(-c2ccc(O)c(O)c2)oc2cc(O[C@@H]3O[C@H](CO)[C@@H](O)[C@H](O)[C@H]3O)cc(O)c12	-1.0	-4	-1.7	-35	5	0.9	/	23	/	35
CCOC(=O)N1CCN(C(=O)CSc2ccc3nnc(-c4cccnc4)n3n2)CC1	-1.9	-3	-0.4	5	6	3.0	0.5	-13	0	-5
CCc1ccc(NC(=O)c2onc(C)c2Cl)cc1	-1.0	4	2.2	-3	-9	7.9	5.9	43	23	3
COc1ccccc1C(O)c1nccn1C (centres undefined)	-0.6	/	1.7	-4	-7	0.7	2.9	-7	-1	12
Cc1cc(C)nc(Nc2ccc(O)cc2)n1	-4.8	/	-1.4	4	-4	0.2	0.6	11	2	-4
O=C(NC1CCCC1)c1csc2c1CCCC2	-1.9	/	1.6	-8	-4	0.2	/	4	-2	8
C=C1CN(Cc2ccccc2)S(=O)(=O)c2ccccc21	0.7	-2	0.8	-58	5	-0.5	1.9	10	-1	58
COC(=O)c1c(C)nc2ccccc2c1-c1ccccc1	-0.8	-5	-3.2	-5	-4	-3.1	0.8	-6	/	5
CCOC(=O)COc1nc2c(c(-c3ccco3)c1C#N)CCc1ccccc1-2	-1.0	/	-2.1	-1	7	0.1	1.6	/	-1	1
CCOc1cc(NC(=O)c2ccco2)c(OCC)cc1NC(=O)Cc1ccc(OC)c(OC)c1	-0.7	-5	-4.8	22	-10	2.3	0.6	-6	2	-22
CC(C)c1ccc(C2/C(=C(\O)c3ccc4c(c3)OCCO4)C(=O)C(=O)N2CCN2CCOCC2)cc1 (centres undefined)	-1.7	-5	1.2	-23	-9	2.5	1.8	2	-1	23
CCOc1ccc(Cn2nnc(C(=O)NCCc3ccc(Cl)cc3)c2N)cc1	-0.9	-3	1.7	66	-1	1.8	2.6	-2	-1	-66
Cc1cnc(NC(=O)C2CC(=O)N(c3cccc(Cl)c3)C2)s1 (centres undefined)	-2.3	-3	1.7	-22	12	-0.5	2.0	19	-11	22
O=c1cc(Nc2ccc3c(c2)OCO3)[nH]c(=O)n1-c1ccc(Br)cc1	-0.7	1	-0.2	-5	-8	4.0	0.2	0	/	5
O=C(CN1CCCCC1)NC(=O)NC1CCCC1	/	-2	-1.8	0	2	2.6	2.8	11	-10	0
COc1ccc(NC(=S)NCc2cccs2)cc1OC	-0.2	/	1.4	5	-4	0.0	5.7	6	-1	-5
CCCCNC(=O)C1C2C=CC(C2)C1C(=O)O (centres undefined)	-0.2	-4	1.0	-1	0	5.3	1.8	7	-1	1
CCN(CC)CCNC(=O)c1cn(CCOC)c(=O)c2c1c1ccccc1n2C	-0.3	-1	2.3	-3	-1	1.6	1.3	1	-1	3
CCOC(=O)C1=C(C)N(C[C@@H]2CC[C@@H](Cc3ccc4cc(OC)ccc4c3)O2)C(=O)NC1c1ccccc1 (some centres undefined)	-0.3	-4	1.1	19	5	0.2	4.0	1	-1	-19
Cc1ccc(-n2nnnc2SCC(=O)c2c(N)n(C3CC3)c(=O)[nH]c2=O)c(C)c1	-1.7	/	2.3	-3	3	1.4	0.7	5	3	3
O=C1Nc2ccccc2C(=O)N2[C@H](c3ccc(F)cc3)[C@@H]3C(=O)N(Cc4ccccc4)C(=O)[C@@H]3[C@H]12	-0.7	-1	-0.5	35	-3	2.6	2.2	-1	-1	-35
O=C1CSC(=Nc2ccccc2Cl)N1	22	-3	1.1	6	1	2.4	3.7	/	6	-6
CNC(=S)N(CCc1c(C)[nH]c2ccc(Cl)cc12)Cc1cccnc1	0.6	0	0.0	60	-4	-0.7	0.5	-7	0	-60
O=C(CNC(=O)c1ccc2ccccc2c1)NCc1ccc(F)cc1	-1.1	2	-0.9	/	3	4.6	2.2	7	-2	/
CC(C)(C)c1cc(-c2ccccc2)n[nH]1	0.3	-8	1.9	-7	0	1.2	0.1	13	11	7
CC(C)NC(=O)N(C)C[C@H]1Oc2ccc(NS(=O)(=O)c3ccc(F)cc3)cc2C(=O)N([C@H](C)CO)C[C@@H]1C	-0.1	-2	1.0	-3	-2	3.4	3.7	-4	0	3
Cc1ccc(C(=O)O)cc1NC(=O)CN1C(=O)C2C3c4ccccc4C(Br)(c4ccccc43)C2C1=O (centres undefined)	-0.2	-4	0.5	-22	-4	5.7	2.7	-2	2	22
COC(=O)Cc1ccc(OC(=O)c2cccc(S(=O)(=O)N3CCN(C)CC3)c2)cc1	-2.1	-5	1.5	-11	0	0.7	4.6	-5	0	11
O=C(NCCCn1ccnc1)/C(=C\c1cccnc1)NC(=O)c1ccco1	-0.2	/	2.4	-14	1	1.7	2.3	7	0	14
CCCc1nc(SCC(=O)Nc2nnc(CC)s2)c2c(C)c(C)sc2n1	1.4	-2	-3.5	-25	-2	1.6	-1.7	-3	13	25
CCOc1ccccc1Nc1nnc(SCC(=O)Nc2cc(C)on2)s1	0.1	/	-2.6	-6	-2	-0.4	2.8	-7	/	6
CCOCCCN(C)C1CCN(C(=O)c2oc3ccccc3c2NC(=O)c2ccc([N+](=O)[O-])cc2)CC1	-0.2	-1	-1.4	-12	-11	1.7	1.6	15	-1	12
CC(C)/C=C1\CC/C(=C\c2ccc(N(C)C)cc2)C1=O	-1.1	-6	-2.4	-20	-1	-1.0	5.1	62	-2	20
COc1ccccc1C(CCN(Cc1ccccc1)C(C)=O)c1ccco1 (centres undefined)	-3.0	-2	0.8	/	2	-0.2	0.5	-18	-2	/
COc1ccc(N2CCN(C(=O)CSc3nnnn3C3CC3)CC2)cc1	-0.2	6	-0.3	5	-8	0.9	-0.3	-16	2	-5
CC(C)C(=O)NCCc1nc(-c2ccccc2Cl)no1	-3.0	-3	-2.0	-6	-2	1.7	3.1	13	5	6
CC(=O)Nc1cc(C(=O)OCC(=O)c2ccc(C)cc2)ccc1C	0.0	-2	1.2	0	-11	4.0	4.9	64	?	0
O=C(O)CSc1c2c(nc3cc(C(=O)Nc4ccc(F)c(Cl)c4)ccc13)CCCC2	-3.5	-1	-1.6	-2	2	3.0	0.7	-8	-3	2
Cc1ccc(S(=O)(=O)N2CCCCC2)cc1NC(=O)Cn1c(=O)cnc2ccccc21	-0.6	-3	0.3	8	4	-0.2	2.8	5	2	-8
O=C(Nc1nc(-c2cccc([N+](=O)[O-])c2)cs1)c1cccc([N+](=O)[O-])c1C(=O)O	-0.2	-1	0.0	12	-4	1.9	2.5	12	-1	-12
N#Cc1cc(Cl)c(NCC2CCCO2)cc1C#N (centres undefined)	-0.9	0	0.3	9	-2	3.1	0.1	/	0	-9
O=C1CC(O)(c2ccccc2)C(c2ccccc2)=C1c1ccccc1 (centres undefined)	-1.4	-5	-0.6	-5	11	0.4	1.1	11	/	5
COc1cccc(C2CC(c3ccc(Cl)cc3Cl)Nc3nc(N)nn32)c1 (centres undefined)	0.1	-3	-1.8	-8	4	-0.6	-1.4	0	/	8
N#Cc1c(/N=C/N2CCCC2)oc(-c2ccccc2)c1-c1ccccc1	1.4	1	-0.8	27	3	0.2	2.6	-7	/	-27
C=CCNC(=O)c1cc2c(=O)n3ccccc3nc2s1	-0.9	-3	1.0	8	0	1.3	3.2	66	36*	-8
C=CCNc1nc(C(=O)OCC(=O)c2ccc(C)c([N+](=O)[O-])c2)cs1	-1.2	-1	1.3	4	-5	1.9	1.2	0	-5	-4
CC1CCc2c(C(=O)NCC3CCCO3)csc2C1 (centres undefined)	-1.1	-1	-2.9	6	-6	1.5	-1.8	20	/	-6
